Screening data: PubChem BioAssay, National Center for Advancing Translational Sciences (NCATS)
a7 integrin act: activates integrin-mediated alleviation for muscular dystrophy; alpha7betagal myoblasts, beta-gal FDG fluorescence, 48 h; Potency, µM (series often up to 38.3 µM), for the others: at the highest dose activation, hits mostly activators; 350,000 compounds, 0.064% hits; AID 624291;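 note: 100% = response of the positive control SU9516; nearly all actives have a fitted effect of over 60% in size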
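Alpha7betagal+/- myoblasts (passage 13) were plated 16-24 hr, then exposed to compounds (1:260 dilution of DMSO stock) for 48 hours at 37C. After MPER lysis, β-galactosidase reporter activity was read as FDG fluorescence (ex 480/em 540) after 30 minutes.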
BRCA1 expr act: increases BRCA1 expression. MCF7-BRCA1-FFLuc reporter, luminescence, 48 h; response scale: scaled: vehicle 0%, 10 µM genistein 100%. Potency, µM (series often up to 46.1 µM), for the others: at the top dose activation, usual class: activators. 380,000 compounds, 1.1% hits. AID 624202; note: nearly all actives have a fitted effect of over 80% in size; some results filed as inactive show a strong effect at the top dose
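MCF7-BRCA1-FFLuc cells, 2000/well in phenol-red-free MEM, attached 2 h then treated 48 h at 37 C. Luciferase luminescence read 15 min after reagent; normalized to genistein maximum activation (10microM) and DMSO, concentration-response fitted.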
The depositor's hits bear a star; ? = inconclusive; [ ] = another dose, or the depositor's remark. Calls come from the whole dose curve; as a rule, active = well fitted activation curve with a large enough effect; inconclusive = small, poorly fitted or top-dose-only effect; inactive = no such curve, though single readings can be large or run the other way. Potency is the fitted concentration of half-maximal effect. Not all compounds are listed; count on the stated rates, not on these rows.

| Molecule | BRCA1 expr act | a7 integrin act |
| --- | --- | --- |
| CCS(=O)(=O)c1nc(S(=O)(=O)c2ccc(C)cc2)c(N2CCCCCC2)s1 | -21% | -24% |
| O=C(Nc1cccc2ccccc12)NC1CC1 | 5% | 8% |
| CCOC(=O)CC1C(=O)NCCN1C(=S)NC(=O)c1ccc(C)c(Br)c1 (stereo not given) | -16% | 5% |
| O=C1NC(=O)C2(N1)C(=O)c1cccc3cccc2c13 (stereo not given) | 0% | -3% |
| CCOC(=O)C(=Cc1ccccc1)C(=O)c1ccccc1 | -60% | -44% |
| O=S(=O)(c1ccc(NC(=S)N2CCOCC2)cc1)N1CCCCC1 | 1% | 3% |
| CCOC(=O)C1CC(c2ccccc2)=NN1c1ccccc1 (stereo not given) | 22% | -14% |
| C[C@H]1CN(CCc2ccccc2)C(=O)[C@@H]1CC(=O)Nc1ccccc1 | -7% | 19% |
| COC(=O)c1cccc(NC(=O)c2cccc(-n3cnnn3)c2)c1 | -32% | 25% |
| Cc1ccccc1Nc1nn2c(=O)c3ccc(C(=O)N4CCCC(C)C4)cc3nc2s1 (stereo not given) | 1% | -17% |
| COc1ccc(S(=O)(=O)N(C)C[C@H]2Oc3cc(Br)ccc3S(=O)(=O)N([C@H](C)CO)C[C@H]2C)cc1 | -17% | -6% |
| CCN(CC(=O)Nc1c(F)cccc1F)C(=O)c1c(-c2ccccc2Cl)noc1C | 0% | -5% |
| COc1ccc(S(=O)(=O)Nc2ccc3c(c2)C(=O)N([C@H](C)CO)C[C@H](C)[C@@H](CN(C)S(=O)(=O)c2cn(C)cn2)OCCCC[C@H](C)O3)cc1 | -13% | 16% |
| CSc1ncnc2c1ncn2CCCN[C@H](C)c1cccc2ccccc12 | -1% | -25% |
| COc1ccccc1NC(=O)N(C)C[C@H]1OCc2cn(nn2)CCCC(=O)N([C@@H](C)CO)C[C@@H]1C | 4% | 21% |
| O=C(CSc1nnc(CNC(=O)c2c(F)cccc2F)o1)c1ccc(Cl)cc1 | 1% | -9% |
| COc1ccc([C@H]2C[C@@H](n3cc(COC(=O)c4ccccc4)nn3)[C@H](O)CN2C(=O)C2CCCCC2)cc1 | -17% | -12% |
| COC(=O)C(c1ccccc1)C(CC(=O)c1ccccc1)c1ccccc1 (stereo not given) | -15% | 22% |
| Cc1ccc(S(=O)(=O)N(C)C[C@H]2Oc3cc(C#Cc4ccccc4)ccc3S(=O)(=O)N([C@H](C)CO)C[C@@H]2C)cc1 | -31% | 3% |
| C[C@H]1CN([C@@H](C)CO)C(=O)CCCn2nncc2CO[C@H]1CN(C)S(=O)(=O)c1cccc(C#N)c1 | 3% | 20% |
| O=[N+]([O-])c1ccc(NN=C(Oc2ccccc2)c2ccc([N+](=O)[O-])cc2)cc1 | 8% | 5% |
| COc1ccc(S(=O)(=O)N(C)C[C@H]2Oc3ncc(-c4ccncc4)cc3C(=O)N([C@@H](C)CO)C[C@@H]2C)cc1 | 4% | -3% |
| CCCc1c(C(=O)N/N=C(\C)c2ccc3c(c2)OCO3)nnn1-c1nonc1N | 1% | 13% |
| C[C@@H]1CN([C@H](C)CO)C(=O)CCCn2nncc2CO[C@H]1CN(C)Cc1ccncc1 | 10% | 7% |
| CN1OC[C@@H]2CN[C@H](c3ccc(-c4ccccc4)cc3)C[C@@H]21 | 109% | -9% |
| C#CCN(C[C@@H]1[C@@H](OC(=O)NCc2ccccc2F)[C@@H](OC(=O)NCc2ccccc2F)Cn2c(=O)n(CCCCCC)c(=O)n21)S(=O)(=O)c1ccc(C)cc1 | 0% | 0% |
| COc1ccc(-c2cc(C(=O)N(C)CC(=O)Nc3cccc(F)c3)c3ccccc3n2)cc1OC | -44% | -31% |
| CN(c1ccccc1)S(=O)(=O)c1cccc(NC(=O)CCNC(=O)c2ccco2)c1 | 5% | 27% |
| C[C@@H]1CN([C@H](C)CO)C(=O)c2cc(Br)cnc2O[C@@H]1CN(C)Cc1ccc(-c2ccccc2)cc1 | -6% | 2% |
| COc1ccc(CCNC(=O)CCCn2c(=S)[nH]c3cc4c(cc3c2=O)OCO4)cc1OC | -18% | -14% |

Brought forward from above: 2 entries, followed by the next part.
| Molecule | BRCA1 expr act | a7 integrin act |
| --- | --- | --- |
| C[C@@H]1CN([C@H](C)CO)C(=O)c2cc(Br)cnc2O[C@@H]1CN(C)Cc1ccc(-c2ccccc2)cc1 | -6% | 2% |
| COc1ccc(CCNC(=O)CCCn2c(=S)[nH]c3cc4c(cc3c2=O)OCO4)cc1OC | -18% | -14% |
| Cc1ccc(S(=O)(=O)N2CC3(O)CN(C(=O)OC(C)C)N(C(=O)OC(C)C)CC3(OC(=O)NCC3CCCCC3)C2)cc1 (stereo not given) | -66% | -57%[inhibitor] |
| C[C@@H]1CN([C@H](C)CO)C(=O)CCCn2nncc2CO[C@@H]1CN(C)S(C)(=O)=O | 2% | 7% |
| Cc1nc(SCC(=O)N2CCCC2=O)c2c(C)c(C)sc2n1 | -7% | 9% |
| Cc1ccc(S(=O)(=O)N2CCOCC2)cc1NC(=O)CSc1nnnn1C1CC1 | -4% | -2% |
| O=C(COC(=O)/C=C/c1cccc(Br)c1)Nc1ccc(Cl)cn1 | -2% | -9% |
| Nc1nc(N)c2c(n1)CN(Cc1ccc(Cl)cc1)C2 | 5% | -10% |
| COC(=O)c1ccccc1NN=Nc1ccccc1[N+](=O)[O-] | 0% | -1% |
| CC(=O)N1c2ccccc2Sc2ccc3ccccc3c21 | -9% | -6% |
| CC(C)C1C(=O)N(Cc2cn(CCC3OCCO3)nn2)CCS(=O)(=O)N1Cc1ccc(-c2ccc(F)cc2)cc1 (stereo not given) | -38% | -10% |
| Cc1cnc(CN(C)C(=O)C2CCC(=O)N(CCc3ccc(Cl)cc3)C2)[nH]1 (stereo not given) | -3% | -7% |
| CNC(=O)C[C@H]1C(=O)N(C2CCCCC2)C[C@@H]1c1ccc(Br)cc1 | -8% | -5% |
| COc1ccc(C(CC(=O)c2ccc(C)cc2)Sc2ccccc2N)cc1 (stereo not given) | 6% | -9% |
| O=S(CC(O)(c1ccccc1)c1ccccc1)CC(O)(c1ccccc1)c1ccccc1 | -49% | -2% |
| C[C@H](CO)N1C[C@H](C)[C@H](CN(C)S(=O)(=O)c2cccc(F)c2)OCc2ccccc2-c2c(n(C)c3ccccc23)C1=O | -61% | 17% |
| O=C1Nc2ccccc2Cc2ccccc21 | 2% | -14% |
| O=C(c1ccccc1)c1ccc(C(=O)N2CCN(c3ccccc3O)CC2)cc1 | -22% | 24% |
| O=C1NC(Cc2ccc(O)cc2)c2nc3ccc(Br)cc3c(=O)n2-c2cc3ccccc3cc21 (stereo not given) | -64% | -55%[inhibitor] |
| CC(=O)N1N=C(c2ccc(Br)cc2)CC1c1ccc(Br)cc1 (stereo not given) | ? | -4% |
| O=C(NCc1ccccc1Cl)C1CCN(C(=O)c2ccc(F)cc2)CC1 | -7% | -9% |
| CSc1ncccc1C(=O)N1CCCC(Nc2ccc(F)c(F)c2)C1 (stereo not given) | -12% | 5% |
| CC(=O)c1ccc2cc3c(cc2c1)OCO3 | 18% | -3% |
| Cc1ccc(S(=O)(=O)N2C[C@]3(O)C[C@@H]4C(=O)N(c5ccccc5)C(=O)[C@@H]4C[C@]3(OC(=O)NC3CC3)C2)cc1 | 23% | 15% |
| C[C@@H]1CN([C@H](C)CO)C(=O)c2c(c3ccccc3n2C)-c2ccccc2CO[C@@H]1CN(C)S(=O)(=O)c1cccs1 | -43% | 6% |
| CCCCCCN1C[C@H](n2cc(COC(=O)c3ccccc3)nn2)[C@@H](O)C[C@@H]1c1ccc(Cl)cc1 | -75% | -35% |
| O=C(COC(=O)c1cc(S(=O)(=O)N2CCCCC2)ccc1N1CCOCC1)c1ccccc1Cl | -19% | 1% |
| c1ccc2c(c1)C1=NCCN1c1ccccc1-2 | -45% | -60%[inhibitor] |
| CNC(=O)C[C@H]1C(=O)N(CCc2ccccc2)C[C@@H]1Cc1ccccc1 | 21% | -14% |
| FC(F)(F)C1=NNC(c2ccc3ccccc3c2)=NN1 | -16% | 1% |
| O=C1[C@H]2[C@@H](c3ccccc3)N[C@]3(CCCN(Cc4ccc(Br)cc4)C3=O)[C@H]2C(=O)N1Cc1ccccc1 | -7% | 0% |
| Cc1ncc([N+](=O)[O-])n1CC(=O)Nc1ccccc1Cl | 8% | -2% |
| CN(C)c1ccc(/C=C2\c3ccccc3C(=O)N2c2ccccc2)cn1 | 1% | -8% |
| Cc1nn(C)c(C)c1/C=C(\C#N)S(=O)(=O)c1ccc(F)cc1 | 3% | 6% |
| FCc1nc2nc(Cl)c(Cl)nc2[nH]1 | 1% | 5% |
| C[C@H](CO)N1C[C@H](C)[C@@H](CN(C)C(=O)Nc2ccccc2F)Oc2ncc(Br)cc2C1=O | 4% | 31% |
| O=C1OCCC1=CN1CCCCC1 | 0% | 6% |
| CCN(CC)CCCNC(=O)CNC(=O)c1nn(-c2ccc(OC)cc2OC)c(=O)c2ccccc12 | -6% | -2% |
| COc1ccccc1C(=O)NC(=S)Nc1ccc(N2CCOCC2)cc1 | 19% | 13% |
| COC(=O)C[C@@H]1C[C@@H]2c3cc(NS(=O)(=O)c4ccc(F)cc4)ccc3O[C@@H]2[C@H](CO)O1 | -1% | -14% |
| CCc1cccc(NC(=O)c2cc(S(=O)(=O)N3CCCCC3)ccc2N2CCOCC2)c1 | 0% | -14% |
| O=C(Nc1ccc(C(=O)N2CCOCC2)cc1)c1ccccc1Cl | 8% | -5% |
| O=C(CSc1nnc2ccc(-c3ccccn3)nn12)Nc1ccc(F)cc1 | -20% | -4% |
| Cc1ccc2c(c1)C=CC(C#N)N2C(=O)Oc1ccccc1 (stereo not given) | 43% | 6% |
| CC(=O)Nc1ccc(C=C(C#N)c2ccc(C)cc2)cc1 | 59% | 2% |
| CCCCCC(=O)N1C[C@H](n2cc(COC(=O)c3ccccc3)nn2)[C@@H](O)C[C@@H]1c1ccc(Cl)cc1 | -64% | -64%[inhibitor] |
| COc1cccc(CN(C)C(=O)c2ccc(S(=O)(=O)Nc3ccccc3C)cc2)c1OC | -28% | -35% |

Record cards (already shown):
Entry for O=C1Nc2ccccc2Cc2ccccc21 : BRCA1 expr act = 2%; a7 integrin act = -14%
Entry for C[C@@H]1CN([C@H](C)CO)C(=O)c2cc(Br)cnc2O[C@@H]1CN(C)Cc1ccc(-c2ccccc2)cc1 : BRCA1 expr act = -6%; a7 integrin act = 2%

Next section
| Molecule | BRCA1 expr act | a7 integrin act |
| --- | --- | --- |
| COc1ccc(N2CCN(CCCn3ccc(NC(=O)OCc4ccccc4)nc3=O)CC2)cc1 | -6% | -4% |
| COc1cccc(C(=O)c2ccncc2C(=O)O)c1OC | 3% | 1% |
| C[C@@H]1CN([C@H](C)CO)C(=O)CCCn2nncc2CO[C@@H]1CN(C)S(=O)(=O)c1ccc(-n2cccn2)cc1 | -1% | 10% |
| CC(=O)Nc1cccc(/C(C)=N/NC(=O)c2cccc(S(=O)(=O)N3CCCC3)c2)c1 | -10% | 12% |
| CC1=NN(C(N)=S)C(=O)C1N=Nc1ccccc1[N+](=O)[O-] (stereo not given) | -38% | 21% |
| COc1ccccc1C(=O)NNC(=O)CN(C)S(=O)(=O)c1ccc(Cl)cc1 | -1% | 15% |
| Cn1nnc(NC(=S)NC(=O)c2ccc3ccccc3c2)n1 | 5% | -20% |
| CC1(C)CC(=O)C=C(c2ccc(COC(=O)C3CC3)cc2)C1=O | 72% | -22% |
| Cc1cccc(CN(Nc2ccccc2)c2ccccc2)n1 | 10% | -31% |
| CCS(=O)(=O)N1CCC2(CC1)OCCN2S(=O)(=O)c1ccccc1 | 4% | -19% |
| C=Cn1cc(CNC[C@H]2O[C@@H](n3cc(C)c(=O)[nH]c3=O)C[C@@H]2O)c(C)n1 | 9% | 3% |
| C[C@@H]1CN([C@@H](C)CO)C(=O)CCCn2nncc2CO[C@@H]1CN(C)C(=O)Nc1ccccc1F | 3% | -1% |
| Cc1ccc(OC(=O)N(C)C[C@@H]2OCc3cn(nn3)CCCC(=O)N([C@@H](C)CO)C[C@H]2C)cc1 | -4% | -4% |
| CC(C)Oc1ccc(C(=O)N2CCC(CCC(=O)NC3CC3)CC2)cc1 | 4% | -6% |
| COc1ccc(C(=O)N/C(=C\c2ccc(-c3cccc([N+](=O)[O-])c3)o2)C(=O)NCCCN2CCOCC2)cc1 | -1% | -28% |
| Cc1ccc(S(=O)(=O)N2C[C@]3(O)C[C@@H]4C(=O)N(c5ccccc5)C(=O)[C@@H]4C[C@]3(OC(=O)NCc3ccccc3)C2)cc1 | 3% | 7% |
| Cc1noc(C)c1C(=O)OC(C)C(=O)c1ccc(C(C)(C)C)cc1 (stereo not given) | 21% | 25% |

2 neighbouring records out of the list so far, for reference:
| Molecule | BRCA1 expr act | a7 integrin act |
| --- | --- | --- |
| Cc1ccc(S(=O)(=O)N2C[C@]3(O)C[C@@H]4C(=O)N(c5ccccc5)C(=O)[C@@H]4C[C@]3(OC(=O)NCc3ccccc3)C2)cc1 | 3% | 7% |
| Cc1noc(C)c1C(=O)OC(C)C(=O)c1ccc(C(C)(C)C)cc1 (stereo not given) | 21% | 25% |

Another view of some results above.
> C[C@@H]1CN([C@H](C)CO)C(=O)CCCn2nncc2CO[C@@H]1CN(C)S(=O)(=O)c1ccc(-n2cccn2)cc1
  BRCA1 expr act: -1%; a7 integrin act: 10%
> CC(=O)Nc1cccc(/C(C)=N/NC(=O)c2cccc(S(=O)(=O)N3CCCC3)c2)c1
  BRCA1 expr act: -10%; a7 integrin act: 12%
